Screening results: PubChem, NCI
All columns: NCI-60 one-dose screen, growth in % after 48 h at 10 µM unless noted; 100 = growth as untreated, 0 = no growth, -100 = all killed.
SNB-75 = SNB-75 CNS cancer; AID 1794750; actives 5% (n = 79,000)
HCC-2998 = HCC-2998 colon cancer | actives 4.7% (n = 79,000) | AID 1794799
SF-268 = SF-268 CNS cancer cells; actives 3.1% (n = 82,000)
SW-620 = SW-620 colon cancer; actives 5.2% (n = 82,000)
SNB-19 = SNB-19 CNS cancer cells; actives 2.5% (n = 81,000); AID 1794751
HT29 = HT29 colon cancer; actives 7.4% (n = 81,000); AID 1794748
HCT-116 = HCT-116 colon cancer | actives 7.3% (n = 82,000) | AID 1794798
KM12 = KM12 colon cancer cells; actives 5% (n = 82,000)
HCT-15 = HCT-15 colon cancer; actives 5.2% (n = 82,000)
An asterisk follows results filed as active; · = no result given; & = joins results of further samples. Rule for the calls: active = growth percent below 10; inactive = the rest.

1	CC(C)(C)c1cc(-c2cc(C(C)(C)C)c(O)c(C(C)(C)C)c2)cc(C(C)(C)C)c1O
2	CN(C)C1CCN(C(=O)c2ccc(NC(=O)Nc3ccc(-c4nc(N5CCOCC5)c5cccn5n4)cc3)cc2)CC1
3	N=c1ccc(=Nc2ccc(N)c3c(O)c4ccccc4c(O)c23)c2c(=O)c3ccccc3c(=O)c1=2
4	COc1ccc(-c2nc3cc(C)ccc3n2CC(=O)N=Nc2c(O)[nH]c3ccccc23)cc1
5	CCC1SC2=NCCN2C1(O)c1ccc(Cl)cc1 (stereo not drawn)
6	c1ccc(CSc2nc3ncncc3[nH]2)cc1
7	CCCOC(=O)c1ccc(O)c(OC)c1
8	Cc1ccc(C(=O)Cc2ccccc2)c(O)c1
9	COc1ccc(Cn2cc3c(c2-c2ccccc2)CCCc2cnoc2-3)cc1OC
10	Nc1nc(N)c(Br)c(=O)[nH]1
Screen / compound no. | 1 | 2 | 3 | 4 | 5 | 6 | 7 | 8 | 9 | 10
SNB-75 | 103 | -40* | 105 | · | 85 | 93 | 93 | 98 | 75 | 98&87&100
HCC-2998 | 100 | 3.2* | 108 | 27 | 86 | · | 99 | · | 110 | 100&93&103
SF-268 | 99 | 2.3* | 118 | -5.5* | 108 | 91 | 100 | 98 | 93 | 100&98
SW-620 | 103 | 9.0* | 110 | 6.9* | 102 | 109 | 100 | 105 | 98 | 96&104&102
SNB-19 | 91 | 3.0* | 105 | 19 | 102 | 103 | 101 | 95 | 91 | 101&105&106
HT29 | 99 | 6.1* | 108 | -28* | · | 107 | 91 | 110 | 86 | 103&109&117
HCT-116 | 98 | 5.8* | 109 | -95* | 90 | 107 | 103 | 108 | 87 | 100&103&103
KM12 | 105 | 5.5* | 110 | 14 | 102 | 106 | 104 | 110 | 94 | 100&97&115
HCT-15 | 106 | 41 | 114 | -65* | 100 | 110 | 100 | 102 | 81 | 100&108&100

11	COc1ccc(OC)c(-c2cc(-c3ccc(Br)s3)[nH]c(=O)c2C#N)c1
12	COc1ccc(/C=C/C(=O)c2ccc(NC(=O)CSc3nnc(-c4cc(OC)c(OC)c(OC)c4)o3)cc2)cc1OC
13	Nc1ccc(S(=O)(=O)N/N=C/c2ccccc2Cl)cc1
14	CCCCCCCCCCCC(=O)Nc1ccc(SSc2ccc(NC(=O)CCCCCCCCCCC)cc2)cc1
15	CCC(CC)NCC(C)(C)O
16	CC(=O)Oc1cccc(C(=O)O)c1OC(C)=O
17	CN(C)CCOc1cccc(-c2nc3sccn3c2-c2ccnc(S(C)(=O)=O)n2)c1
18	C#CCOc1ccc(/C=N/Nc2nc(-c3cc(Cl)ccc3Cl)cs2)cc1
19	CON(C)c1nc(N(C)O)nc(N2CCOCC2)n1
20	Nc1nc(-c2n[nH]c(=S)n2-c2ccccc2)cs1
Screen / compound no. | 11 | 12 | 13 | 14 | 15 | 16 | 17 | 18 | 19 | 20
SNB-75 | 100 | 83 | 94 | 108 | 98 | 89 | 88 | 77 | 133 | 98
HCC-2998 | 104 | 101 | 121 | · | 92 | 102 | 106 | 96 | 101 | 102
SF-268 | 97 | 91 | 97 | 114 | 109 | 117 | 101 | 96 | 94 | 97
SW-620 | 107 | 107 | 96 | 106 | 107 | 101 | 92 | 94 | 89 | 106
SNB-19 | 99 | 102 | 101 | 100 | 95 | 105 | 88 | 104 | 86 | 100
HT29 | 117 | 101 | 103 | 107 | 108 | 109 | 97 | 110 | 167 | 94
HCT-116 | 90 | 91 | 119 | 104 | 103 | 102 | 93 | 87 | 95 | 98
KM12 | 103 | 99 | 106 | 114 | 104 | 101 | 102 | 72 | 98 | 98
HCT-15 | 102 | 103 | 109 | 100 | 101 | 106 | 92 | 82 | 89 | 105

21	Cc1ccc(NCN2C(=O)c3ccccc3C2=O)c(C)n1
22	COc1ccc(-c2nc3ncccn3c2/C=C/C(=O)c2cc(OC)c(OC)c(OC)c2)cc1
23	O=C(Nc1cccc2c(O)c(N=Nc3ccc(S(=O)(=O)Nc4nccs4)cc3)cc(N=Nc3ccc(S(=O)(=O)Nc4nccs4)cc3)c12)C(Cl)Cl
24	Cc1ccc2[nH]c(=O)c(C(c3ccc(Cl)cc3)c3c(O)c4cc(C)ccc4[nH]c3=O)c(O)c2c1
25	COc1ccc(Nc2ccnc(N)n2)cc1
26	COc1ccc(-c2c3c(N)nc(-c4cccnc4)nc3nc3c2c(C)nn3-c2ccccc2)cc1
27	Cc1cnnn1-c1nonc1-n1cccc1
28	CCOC(=O)C1=C(NCc2ccccc2)S(=O)c2cc(OC)ccc21 (stereo not drawn)
29	CC1(C)CC(=O)c2c(nn(-c3ccccc3)c2-c2cn(-c3ccccc3)nc2-c2cccnc2)C1
30	O=c1n(CCCN2CCN(c3cccc(Cl)c3)CC2)nc2ccccn12
Screen / compound no. | 21 | 22 | 23 | 24 | 25 | 26 | 27 | 28 | 29 | 30
SNB-75 | 116 | 9.3* | 83 | 77 | 93 | 48 | 98 | 97 | 92 | 88
HCC-2998 | 106 | -58* | 107 | 96 | 103 | 102 | 104 | 100 | 112 | 97
SF-268 | 105 | 13 | 66 | 83 | 99 | 109 | 108 | 96 | 91 | 114
SW-620 | 108 | -1.6* | 42 | 96 | 101 | 97 | 107 | 98 | 104 | 104
SNB-19 | 113 | 11 | 74 | 80 | 91 | 103 | 100 | 96 | 98 | 107
HT29 | 104 | 6.1* | 63 | 96 | 91 | 87 | 100 | 101 | 88 | 99
HCT-116 | 101 | -85* | 72 | 74 | 95 | 99 | 100 | 96 | 79 | 97
KM12 | 99 | -57* | 59 | 88 | 100 | 101 | 105 | 98 | 98 | 103
HCT-15 | 115 | 9.7* | 60 | 80 | 109 | 98 | 106 | 108 | 90 | 96

Two records picked at random from those above:
24	Cc1ccc2[nH]c(=O)c(C(c3ccc(Cl)cc3)c3c(O)c4cc(C)ccc4[nH]c3=O)c(O)c2c1
26	COc1ccc(-c2c3c(N)nc(-c4cccnc4)nc3nc3c2c(C)nn3-c2ccccc2)cc1
Screen / compound no. | 24 | 26
SNB-75 | 77 | 48
HCC-2998 | 96 | 102
SF-268 | 83 | 109
SW-620 | 96 | 97
SNB-19 | 80 | 103
HT29 | 96 | 87
HCT-116 | 74 | 99
KM12 | 88 | 101
HCT-15 | 80 | 98

Additional entries:
31	c1ccc2nc(N3CCCC3)c(N3CCCCC3)nc2c1
32	C/C=C(\C)C(C(=O)NC1CCCCC1)N(C(=O)C1CCc2cc(F)ccc2O1)c1ccc(Br)c(C(F)(F)F)c1 (stereo not drawn)
33	COc1ccc(/C(C)=N/OC(=O)c2sc3ccccc3c2Cl)cc1CN1CCOCC1
34	COc1ccc(C(=O)CSc2nc(-c3cc4ccccc4o3)cc(-c3ccc(Cl)cc3)c2C#N)cc1
35	Cc1c(Cl)c(S(N)(=O)=O)cc2c1NC(c1ccccc1)=NS2(=O)=O
36	COc1cc(Nc2ccnc(NCCNc3ccnc4cc(Cl)ccc34)n2)cc(OC)c1
37	CN(C)c1cccc(C(=O)O)c1
38	CC1=C(C)C(=O)C(Nc2cccc(C(F)(F)F)c2)=C(Br)C1=O
39	O=C(NC(=S)n1oc(=O)c2ccccc21)c1ccccc1
40	O=C(Nc1ccccn1)C(O)c1ccccc1 (stereo not drawn)
Screen / compound no. | 31 | 32 | 33 | 34 | 35 | 36 | 37 | 38 | 39 | 40
SNB-75 | 78 | 75 | 90 | 63 | 95 | 69 | 100 | 62 | 90 | 102
HCC-2998 | 103 | 96 | 105 | 104 | 97 | 30 | 106 | 108 | 91 | 99
SF-268 | 102 | 90 | 102 | 101 | 109 | 51 | 100 | 98 | 97 | 103
SW-620 | 103 | 106 | 111 | 94 | 104 | 20 | 100 | 49 | 98 | 104
SNB-19 | 102 | 90 | 101 | 88 | 102 | 64 | 107 | 91 | 103 | 105
HT29 | · | 77 | 105 | 97 | 116 | 1.8* | 105 | 106 | 113 | 122
HCT-116 | 102 | 67 | 99 | 94 | 110 | -20* | 102 | 20 | 102 | 110
KM12 | 104 | 96 | 105 | 96 | 108 | 55 | 105 | 91 | 77 | 110
HCT-15 | 106 | 80 | 107 | 92 | 104 | 29 | 108 | 83 | 54 | 109

41	C=C(C)[C@@H]1CC[C@]2(COC(C)=O)CC[C@]3(C)[C@H](CC[C@@H]4[C@@]5(C)CCCN(C(C)=O)C(C)(C)[C@@H]5CC[C@]43C)[C@@H]12
42	CC1=CC(=C(c2cc(C)c(O)c(C(=O)O)c2)c2cc(C)c(O)c(C(=O)O)c2)C=C(C(=O)O)C1=O
43	CC(=O)O[C@@]1(c2cn(-c3ccc(C(=O)O)cc3)nn2)CC[C@H]2[C@@H]3CCC4=CC(=O)CC[C@@H]4[C@H]3CC[C@@]21C
44	CCCCCC#CC1OC23CCCCC2C(C#N)(C(=N)O3)C1(C#N)C#N (stereo not drawn)
45	CC(=O)c1cccc(OCCCCOc2cccc(C(C)=O)c2)c1
46	CCSc1ccc(N=[N+]([O-])c2ccc(SCC)c(Cl)c2)cc1Cl
47	COc1c(C)cccc1C(C)=O
48	CC(C)/C=C/CC[C@](C)(O)[C@H]1CC[C@]2(C)[C@@H]1CC[C@@H]1[C@@]3(C)C/C(=C/c4ccncc4)C(=O)C(C)(C)[C@@H]3CC[C@]12C
49	COc1ccc(CC(=O)O)cc1
50	Cn1[nH]c2[nH]c(=S)sc(=S)c2c1=O
Screen / compound no. | 41 | 42 | 43 | 44 | 45 | 46 | 47 | 48 | 49 | 50
SNB-75 | 108 | 124 | 68 | 89 | 107 | 101 | 98 | 89 | 99 | 82
HCC-2998 | -29* | 98 | 123 | 102 | 116 | 97 | 97 | 90 | 102 | 103
SF-268 | 91 | 116 | 115 | 102 | 101 | 121 | 87 | 77 | 111 | 114
SW-620 | -54* | 108 | 103 | 95 | 104 | 96 | 104 | 68 | 110 | 114
SNB-19 | 85 | 101 | 96 | 95 | 101 | 105 | 107 | 81 | 104 | 100
HT29 | -7.4* | 92 | 94 | 88 | 109 | 99 | 101 | 42 | 105 | 114
HCT-116 | -36* | 100 | 98 | 89 | 93 | 93 | 95 | 38 | 107 | 107
KM12 | 5.8* | 118 | · | 99 | 103 | 101 | 104 | 74 | 112 | 112
HCT-15 | 0.5* | 135 | 103 | 102 | 105 | 106 | 100 | 60 | 113 | 99

51	Cc1ccc(N2CCN(CC(O)COc3ccc(Cl)cc3)CC2)cc1 (stereo not drawn)
52	CCOC(=O)c1c[nH]c(C#N)c1C
53	CCOC(=O)c1c(C)nc2c(c1N)/C(=C/c1ccc(OC)c(O)c1)C(=O)N2c1ccc(OC)cc1
54	Nc1ncccc1O
55	FC(F)(F)c1ccc(CNc2ccc(Cc3c[nH]c4ncc(Cl)cc34)cn2)cn1
56	O=C(O)c1ccc(-c2nn(-c3ccc(C(F)(F)F)cc3)cc2CNc2ccc(Cl)cc2)cc1
57	CS(=O)(=O)c1ncnc2nc[nH]c12
Screen / compound no. | 51 | 52 | 53 | 54 | 55 | 56 | 57
SNB-75 | 91 | 88 | 99 | 121 | 9.2* | · | 93
HCC-2998 | 110 | 104 | 99 | 97 | 18 | 117 | 109
SF-268 | 94 | 95 | 84 | 96 | 28 | 80 | 93
SW-620 | 104 | 103 | 96 | 51 | 19 | 93 | 100
SNB-19 | 108 | 93 | 83 | 101 | 37 | 73 | 114
HT29 | 102 | 99 | 104 | 27 | 2.9* | 79 | 108
HCT-116 | 93 | 106 | 43 | 38 | 15 | 62 | 87
KM12 | 103 | 102 | 88 | 100 | 7.1* | 59 | 109
HCT-15 | 109 | 98 | 78 | 19 | 20 | 48 | 116

By substructure, the compounds so far with a carbonyl joined to an NH by a bond outside any ring (7)
2	CN(C)C1CCN(C(=O)c2ccc(NC(=O)Nc3ccc(-c4nc(N5CCOCC5)c5cccn5n4)cc3)cc2)CC1
12	COc1ccc(/C=C/C(=O)c2ccc(NC(=O)CSc3nnc(-c4cc(OC)c(OC)c(OC)c4)o3)cc2)cc1OC
14	CCCCCCCCCCCC(=O)Nc1ccc(SSc2ccc(NC(=O)CCCCCCCCCCC)cc2)cc1
23	O=C(Nc1cccc2c(O)c(N=Nc3ccc(S(=O)(=O)Nc4nccs4)cc3)cc(N=Nc3ccc(S(=O)(=O)Nc4nccs4)cc3)c12)C(Cl)Cl
32	C/C=C(\C)C(C(=O)NC1CCCCC1)N(C(=O)C1CCc2cc(F)ccc2O1)c1ccc(Br)c(C(F)(F)F)c1 (stereo not drawn)
39	O=C(NC(=S)n1oc(=O)c2ccccc21)c1ccccc1
40	O=C(Nc1ccccn1)C(O)c1ccccc1 (stereo not drawn)
Screen / compound no. | 2 | 12 | 14 | 23 | 32 | 39 | 40
SNB-75 | -40* | 83 | 108 | 83 | 75 | 90 | 102
HCC-2998 | 3.2* | 101 | · | 107 | 96 | 91 | 99
SF-268 | 2.3* | 91 | 114 | 66 | 90 | 97 | 103
SW-620 | 9.0* | 107 | 106 | 42 | 106 | 98 | 104
SNB-19 | 3.0* | 102 | 100 | 74 | 90 | 103 | 105
HT29 | 6.1* | 101 | 107 | 63 | 77 | 113 | 122
HCT-116 | 5.8* | 91 | 104 | 72 | 67 | 102 | 110
KM12 | 5.5* | 99 | 114 | 59 | 96 | 77 | 110
HCT-15 | 41 | 103 | 100 | 60 | 80 | 54 | 109
